Assay outcomes as filed in PubChem BioAssay.
Kir21 inh – blocks the mouse Kir2.1 inward-rectifier potassium channel; P35561; B-score at 10 µM; 310,000 tested, 0.85% active; HEK293-Kir2.1, FluxOR thallium flux fluorescence; hits give low values;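 active = fluorescence ratio B-score at or below minus 3 SD of library scores, with starting-brightness B-score within 2 SD, cut at about -4.2 in these data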;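 also: channel flux triggered by added potassium and thallium sulfate stimulus; B-score of peak minus minimum fluorescence over baseline after thallium stimulus; more negative B-score means stronger Kir2.1 block with less thallium influx; some compounds called inactive have numbers as strong as hits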
Target sequence (P35561 whole entry, looked up): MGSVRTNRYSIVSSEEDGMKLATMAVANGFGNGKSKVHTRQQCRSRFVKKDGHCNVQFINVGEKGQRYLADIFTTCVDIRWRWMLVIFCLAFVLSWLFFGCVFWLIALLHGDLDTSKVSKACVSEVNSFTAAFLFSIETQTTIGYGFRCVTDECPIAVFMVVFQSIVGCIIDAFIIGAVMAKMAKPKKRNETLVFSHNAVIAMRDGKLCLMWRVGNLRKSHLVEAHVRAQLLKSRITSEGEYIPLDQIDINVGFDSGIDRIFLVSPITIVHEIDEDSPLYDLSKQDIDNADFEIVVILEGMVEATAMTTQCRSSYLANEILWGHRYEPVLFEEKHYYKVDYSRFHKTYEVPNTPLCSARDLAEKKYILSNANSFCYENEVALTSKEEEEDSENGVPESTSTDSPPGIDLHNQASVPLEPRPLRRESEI
STK33 kinase inh – inhibitors of human STK33 kinase | Q9BYT3 | purified STK33, MBP phosphorylation, ADP-Glo luminescence | inhibition, % at 10 µM | 320,000 tested, 0.073% active | AID 2661;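 active = inhibition at or above 25%, using the most active replicate where run in duplicate; inactive = inhibition below 25%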
Target sequence (Q9BYT3 whole entry, looked up): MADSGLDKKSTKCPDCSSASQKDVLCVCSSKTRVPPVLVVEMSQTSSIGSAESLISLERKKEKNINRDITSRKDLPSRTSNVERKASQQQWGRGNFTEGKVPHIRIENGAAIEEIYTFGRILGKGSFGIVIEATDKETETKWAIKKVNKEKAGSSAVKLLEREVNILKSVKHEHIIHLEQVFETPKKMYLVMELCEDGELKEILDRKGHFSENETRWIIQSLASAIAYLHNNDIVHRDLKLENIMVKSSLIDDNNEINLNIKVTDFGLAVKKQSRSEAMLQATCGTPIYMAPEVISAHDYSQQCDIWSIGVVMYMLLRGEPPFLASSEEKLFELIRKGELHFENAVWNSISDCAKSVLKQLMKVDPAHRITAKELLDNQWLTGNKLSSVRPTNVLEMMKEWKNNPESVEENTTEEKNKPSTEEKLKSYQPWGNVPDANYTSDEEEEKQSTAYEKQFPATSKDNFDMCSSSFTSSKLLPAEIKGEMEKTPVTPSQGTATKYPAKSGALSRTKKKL
An asterisk follows results filed as active.

C=CCNC(=O)CN(c1ccc(F)c(Cl)c1)S(C)(=O)=O was read as Kir21 inh -0.57 and STK33 kinase inh -1.8.
Screening CC(C)NC(=O)c1onc(CSc2cccc(F)c2)c1C(=O)O returned Kir21 inh -0.91 and STK33 kinase inh 0.8.
CCCN1C2CCCC1CC(NC(=O)c1cc(OC)cc(OC)c1)C2 (stereo not given) was read as Kir21 inh 0.37.
For O=c1c2cc([N+](=O)[O-])ccc2nc(CN2CCN(c3ccccn3)CC2)n1-c1ccccc1F the results were Kir21 inh -0.01 and STK33 kinase inh -1.5.
Screening CCOc1ccccc1-c1cc(C(=O)N/N=C/c2ccc(O)c(OC)c2)c2ccccc2n1 returned Kir21 inh 0.52 and STK33 kinase inh 0.7.
`Cc1cccc(CN2CCC(C(=O)Nc3cccc(-c4cscn4)c3)CC2)n1` gave Kir21 inh 0.95 and STK33 kinase inh -1.0.
`COc1cc(/C=C2\SC(=S)N(CCC(=O)Nc3ccc(O)cc3)C2=O)cc(OC)c1OC` gave Kir21 inh 0.07 and STK33 kinase inh -0.9.
For Cc1nc(SCC(=O)NCC2CCCO2)c2cc(-c3ccccc3)sc2n1 (stereo not given) the results were STK33 kinase inh -1.5.
`COc1cc(CN2CCCC(C(=O)Nc3ccccc3Oc3cccnc3)C2)ccc1F` (stereo not given) gave Kir21 inh -0.96 and STK33 kinase inh 3.4.
For O=C(/C=C\Nc1ccccc1Br)c1ccc2c(c1)OCO2 the results were Kir21 inh -2.8 and STK33 kinase inh 2.0.
`N#Cc1ccc(/C=C2\CCCCn3c2nc2cc(C(=O)O)ccc2c3=O)cc1` gave Kir21 inh -1.1 and STK33 kinase inh -3.2.
`COc1cnc(-c2ccccn2)nc1Sc1ccccc1Cl` gave Kir21 inh -1.2 and STK33 kinase inh -1.6.
For COc1ccc2oc(=O)c(C(=O)Nc3ccccc3O)cc2c1 the results were Kir21 inh -0.89 and STK33 kinase inh -1.5.
C/C(=N\Nc1nccnc1Cl)c1ccc(O)c(C)c1 was read as Kir21 inh 1.5 and STK33 kinase inh -0.3.
O=C(NCC(=O)N(c1ccccc1)C(C(=O)NCC1CCCO1)c1ccccc1)c1cccs1 (stereo not given) was read as Kir21 inh 0.59 and STK33 kinase inh -0.3.
Cc1nnc(NC(=O)c2ccc(S(=O)(=O)N3CC(C)OC(C)C3)cc2)o1 (stereo not given) was read as Kir21 inh -1.6 and STK33 kinase inh -0.6.
CCN(CC)CCN1C(=O)C(=O)/C(=C(/O)c2cnn(-c3ccccc3)c2C)C1c1ccc(C)o1 (stereo not given) was read as Kir21 inh 1.3 and STK33 kinase inh -0.4.
For CCc1c(C)[nH]n(-c2nc(-c3cccc([N+](=O)[O-])c3)cs2)c1=O the results were Kir21 inh 1.2 and STK33 kinase inh -2.2.
For Cc1c(S(=O)(=O)N2CCN(c3ccc(F)cc3)CC2)c(=O)n(C)c(=O)n1C the results were Kir21 inh -0.77 and STK33 kinase inh -0.6.
Screening C/C(=N\N1CCN(Cc2ccccc2Cl)CC1)c1ccc(F)cc1 returned Kir21 inh 0.02 and STK33 kinase inh 0.2.
CCN1CCN(Cc2ccc(NC(=O)c3ccc(C)c(/C=C/c4cnc(Nc5cc(N6CCNCC6)nc(C)n5)cn4)c3)cc2C(F)(F)F)CC1 was read as Kir21 inh -3.9 and STK33 kinase inh 15.
For Cc1ccc(SC(CC(=O)c2ccc(C)cc2)C(=O)O)cc1 (stereo not given) the results were Kir21 inh -0.24 and STK33 kinase inh -0.4.
CCOc1ccc(C(=O)Nc2ccc(NC(=O)c3ccco3)c(Cl)c2)cc1Cl was read as Kir21 inh -0.4 and STK33 kinase inh -0.4.
O=S(=O)(Nc1ccc2c(c1)OCO2)c1ccccc1 was read as Kir21 inh 1.4 and STK33 kinase inh -1.0.
`O=C(Nc1ccc(F)cc1)NC1CCN(Cc2nnnn2Cc2ccco2)CC1` gave Kir21 inh -1.9 and STK33 kinase inh 0.3.
Cc1cc(C(=O)Nc2ccc(N3CCCC3)c(Cl)c2)ccc1[N+](=O)[O-] was read as Kir21 inh -2.1 and STK33 kinase inh 0.1.
`O=C(c1ccccc1)c1ccc(C(=O)N2CCN(c3ccccc3)CC2)cc1` gave Kir21 inh 0.11 and STK33 kinase inh -0.3.
CC(C)c1ccc(NC(=O)COC(=O)[C@@H]2CCCN2C(=O)c2cccs2)cc1 was read as STK33 kinase inh -1.6.
For CCN(Cc1nc2cc(Cl)ccc2c(=O)[nH]1)C(=O)c1ccc(C)c(NC(=O)c2ccco2)c1 the results were STK33 kinase inh -0.8.
Screening CC(C)C(=O)Nc1c(-c2ccc(Cl)cc2)c(=O)c2ccccc2n1C returned Kir21 inh -0.43 and STK33 kinase inh 1.9.
`N/C(CSc1ncccc1C(F)(F)F)=N\O` gave Kir21 inh -0.85 and STK33 kinase inh -1.3.
COc1ccc(CCn2c(=N)c(C(=O)NCc3ccco3)cc3c(=O)n4cccc(C)c4nc32)cc1 was read as Kir21 inh 0.25 and STK33 kinase inh -0.6.
Screening O=C(Cn1nc(C(=O)O)c2ccccc2c1=O)Nc1cc(S(=O)(=O)N2CCCCC2)ccc1Cl returned STK33 kinase inh 0.0.
For O=C(O)c1ccc(N/N=C/c2ccc(C(F)(F)F)cc2)cc1 the results were Kir21 inh -0.87 and STK33 kinase inh -1.1.
`COC(=O)c1ccc(NC(=O)COC(=O)c2cccc3c(=O)c(C)c(-c4ccccc4)oc23)cc1` gave Kir21 inh -0.08 and STK33 kinase inh -1.1.
Screening CCOc1ccc(C(CCc2ccccc2)NC(=O)c2ccccc2)cc1OCC (stereo not given) returned Kir21 inh 0.35 and STK33 kinase inh -1.3.
For Cc1ccc(S(=O)(=O)/N=S(/C)c2ccccc2)cc1 (stereo not given) the results were Kir21 inh -0.63 and STK33 kinase inh -1.4.
COc1ccc(C(=O)CC(CC(=O)c2ccc(OC)cc2)C(=O)O)cc1 was read as Kir21 inh 0.75 and STK33 kinase inh 0.3.
Screening COc1ccc(/C=C(/CC(=O)Nc2ccccc2)c2nc3ccccc3s2)cc1 returned Kir21 inh 1.3 and STK33 kinase inh 0.2.
Screening Cc1ccc(CNC(=O)CCC(=O)N2CC(C)Sc3ccccc32)cc1 (stereo not given) returned Kir21 inh -4 and STK33 kinase inh 2.3.
For CCCCC(CC)C(=O)NCCCN1CCN(CCCNC(=O)C(CC)CCCC)CC1 (stereo not given) the results were Kir21 inh 0.87 and STK33 kinase inh 0.9.
Cc1ccc(S(=O)(=O)N2CCC(C(=O)Nc3ccccc3N3CCCC3)CC2)cc1 was read as Kir21 inh -1.8.
`C=CCn1c(Br)nc2c1c(=O)[nH]c(=O)n2C` gave Kir21 inh -0.54 and STK33 kinase inh -0.2.
Screening COc1ccc(-c2cc(C(=O)Nc3cccnc3)c3ccccc3n2)cc1OC returned Kir21 inh 0.01 and STK33 kinase inh 0.0.
`Cc1ccc(OCC(=O)Nc2ccc(S(=O)(=O)Nc3cc(C)nc(C)n3)cc2)c(C)c1` gave Kir21 inh 0.03 and STK33 kinase inh -0.8.
`O=C(COC(=O)c1cccc(OC(F)F)c1)NCC1CCCO1` (stereo not given) gave STK33 kinase inh -0.7.
`Cc1ccc(-n2c(Cc3cccn3C)nnc2SCC(=O)NCc2ccco2)cc1` gave Kir21 inh -0.16 and STK33 kinase inh -0.4.
O=C(OCc1nnc(-c2ccccc2)o1)c1cc(Cl)ccc1[N+](=O)[O-] was read as Kir21 inh 1.4 and STK33 kinase inh -0.7.
For Cc1ccc(CSc2nnc(CS(=O)Cc3ccc(Cl)cc3Cl)n2C)cc1 (stereo not given) the results were Kir21 inh -1.1 and STK33 kinase inh -0.5.
For Oc1ccc(N=Nc2n[nH]c(-c3ccccc3)n2)cc1 the results were Kir21 inh 0.79 and STK33 kinase inh 1.1.
For Cc1cc([N+](=O)[O-])c(C)cc1-c1ccc(/C=N/NC(=O)c2cccnc2)o1 the results were Kir21 inh -0.18 and STK33 kinase inh -0.1.
Screening O=C(CCc1n[nH]c(=O)[nH]c1=O)N/N=C/c1ccc(Br)o1 returned Kir21 inh 2.4 and STK33 kinase inh -0.7.
`CCOC(=O)c1nnc(-c2ccccc2)[nH]c1=O` gave Kir21 inh 0.24 and STK33 kinase inh -1.5.
C=CCOC(=O)C1=C(C)Nc2ncnn2C1c1cc(Br)ccc1F (stereo not given) was read as Kir21 inh -0.77 and STK33 kinase inh 0.9.
Screening Cn1ccnc1SCC(=O)NC12CC3CC(CC(C3)C1)C2 returned Kir21 inh -0.82 and STK33 kinase inh 0.0.
COc1cc(/C=N/n2cnnc2)ccc1OCc1ccc(C)cc1 was read as Kir21 inh 0.07 and STK33 kinase inh 1.4.
For O=C(O)c1cc(=O)cc(C(=O)O)[nH]1 the results were Kir21 inh -0.88 and STK33 kinase inh 1.5.
COCCNC(=O)C(c1ccc(OC)cc1)N(C(=O)Cn1nnc2ccccc21)c1cccnc1 (stereo not given) was read as Kir21 inh 0.32 and STK33 kinase inh 0.1.
Screening COc1ccc(NC(=O)CN2CCN(c3nc(-c4ccc(F)cc4)cs3)CC2)c(OC)c1 returned Kir21 inh -0.79 and STK33 kinase inh -0.8.
Screening O=C(Cc1ccc(-c2ccccc2)cc1)Nc1ccccc1 returned Kir21 inh 0.91 and STK33 kinase inh -1.4.
COc1ccc(CCNC(=O)CSc2nc(=O)n3cc(C)ccc3n2)cc1OC was read as Kir21 inh 0.11 and STK33 kinase inh -0.4.
Screening Cc1cccc(C(=O)OCC(=O)N(C)c2ccccc2)c1C returned Kir21 inh -0.62 and STK33 kinase inh -0.7.
`O=C(COc1ccc(S(=O)(=O)NC2CCCCC2)cc1Cl)N1CCN(c2ccccc2)CC1` gave Kir21 inh 0.62.
For CCOC(=O)CN(C(=O)c1snc(C(N)=O)c1N)C(C(=O)NCCC(C)C)c1ccc(F)cc1 (stereo not given) the results were Kir21 inh 0.52 and STK33 kinase inh 0.2.
Screening COc1nccc(NCc2ccccc2)c1C#N returned Kir21 inh 1.4 and STK33 kinase inh -0.3.
Screening O=C(Nc1nc2ccccc2n1CCOc1ccccc1)c1ccco1 returned Kir21 inh 0.11 and STK33 kinase inh -0.1.
`Cn1ncc(Cl)c1C(=O)NC1CCCC1` gave Kir21 inh -0.25 and STK33 kinase inh -2.5.
`CCOC(=O)[C@H]1[C@H]2COc3ccc(OC)cc3[C@@H]2N2C(=O)CN(CCc3c[nH]c4ccccc34)C(=O)[C@@]12C` gave STK33 kinase inh -0.9.
COc1ccc(-c2cc(C(=O)Nc3ccc(O)cc3)c3ccccc3n2)cc1OC was read as Kir21 inh 0.42 and STK33 kinase inh -0.3.
`CCOC(=O)C1CCCN(CCC(=O)Nc2cccc(Cl)c2C)C1` (stereo not given) gave Kir21 inh 0.86 and STK33 kinase inh -3.4.
`CCOc1ccc(NC(=O)Nc2ccccc2C(N)=O)cc1` gave Kir21 inh -1 and STK33 kinase inh 0.7.
For COc1ccccc1-n1cc(-c2ccccc2)[nH]c1=S the results were Kir21 inh 0.99 and STK33 kinase inh -0.1.
For COc1ccc(NC(=O)CSc2nnc(C3CCCCC3)o2)c(OC)c1 the results were Kir21 inh -0.51 and STK33 kinase inh -0.5.
`O=c1[nH]c(/C(=N\O)c2ccccc2)no1` gave Kir21 inh -3.7 and STK33 kinase inh 1.4.
Screening CONc1nc2nonc2nc1NOC returned Kir21 inh -0.03 and STK33 kinase inh 0.8.
CCC1CCCCN1C1Sc2ccc(C(=O)OC)cc2NC1=O (stereo not given) was read as Kir21 inh 2 and STK33 kinase inh -1.3.
For COC(=O)C(Nc1nccs1)(OC)C(F)(F)F (stereo not given) the results were Kir21 inh 0.21 and STK33 kinase inh -0.4.
Screening CSc1oc(-c2ccco2)nc1S(=O)(=O)c1ccc(F)cc1 returned Kir21 inh -0.93 and STK33 kinase inh -1.0.
Screening COc1ccc(C2c3[nH]c4ccccc4c3C[C@H]3C(=O)N(CCCO)CC(=O)N23)c(OC)c1 (stereo not given in full) returned Kir21 inh 0 and STK33 kinase inh -1.3.
CN(C)c1nnnn1-c1ccccc1Oc1ncc(C(F)(F)F)cc1Cl was read as Kir21 inh -0.95 and STK33 kinase inh 0.7.
CSc1ccccc1OCc1cc(C(=O)N(C)Cc2ccncn2)no1 was read as Kir21 inh 0 and STK33 kinase inh -1.5.
CCOC(=O)N1CCN(C(=O)CSCc2nc(-c3ccccc3C)oc2C)CC1 was read as Kir21 inh -0.81 and STK33 kinase inh -0.5.
COC(=O)c1cc(CNC(=O)c2cccc(Cl)c2Cl)ccc1OC was read as Kir21 inh 0.44 and STK33 kinase inh -1.5.
COC(=O)[C@H](CCSC)NC(=O)Nc1cc(C)ccc1C was read as Kir21 inh 0.72 and STK33 kinase inh -1.1.
For CCO[C@H]1OC(C(=O)O)=C[C@@H](c2coc3ccccc3c2=O)[C@@H]1CCCO the results were Kir21 inh -0.37 and STK33 kinase inh -0.8.
For COC(=O)Cc1c(O)ccn(C2CC2)c1=O the results were Kir21 inh -0.35 and STK33 kinase inh 0.0.

Sorted by molecular weight (rising): part of the list above.
For O=C(O)c1ccc(N/N=C/c2ccc(C(F)(F)F)cc2)cc1 the results were Kir21 inh -0.87 and STK33 kinase inh -1.1.
`O=C(c1ccccc1)c1ccc(C(=O)N2CCN(c3ccccc3)CC2)cc1` gave Kir21 inh 0.11 and STK33 kinase inh -0.3.
C=CCOC(=O)C1=C(C)Nc2ncnn2C1c1cc(Br)ccc1F (stereo not given) was read as Kir21 inh -0.77 and STK33 kinase inh 0.9.
For Cc1c(S(=O)(=O)N2CCN(c3ccc(F)cc3)CC2)c(=O)n(C)c(=O)n1C the results were Kir21 inh -0.77 and STK33 kinase inh -0.6.
CC(C)c1ccc(NC(=O)COC(=O)[C@@H]2CCCN2C(=O)c2cccs2)cc1 was read as STK33 kinase inh -1.6.
For Cc1ccc(CSc2nnc(CS(=O)Cc3ccc(Cl)cc3Cl)n2C)cc1 (stereo not given) the results were Kir21 inh -1.1 and STK33 kinase inh -0.5.
`CCOC(=O)[C@H]1[C@H]2COc3ccc(OC)cc3[C@@H]2N2C(=O)CN(CCc3c[nH]c4ccccc34)C(=O)[C@@]12C` gave STK33 kinase inh -0.9.
